Bcl-B displacement – displacers of TR3 peptide from Bcl-B, primary screen, selectivity assay for Bfl-1 inhibitor project, biochemical, fluorescence polarization. FP displacement of FITC-TR3 peptide from Bcl-B; higher % means a stronger effect. displacement, % at 20 µM; hits with a dose series show IC50 in µM. actives 0.11% (n = 96,000);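 active = displacement above 50% at 20 µM plus a fluorescence interference ratio under 1.5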;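 note: plate controls were wells without compound for no effect and wells lacking Bcl-B protein for full effect; a part of the inactive calls stands beside numbers as strong as those of hits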
NFkB transloc inh – blocks IL-1B driven NFkB nuclear translocation in HUVEC cells. inhibition, % at 2 µM. HUVEC IL-1B NFkB p65 nuclear translocation imaging. actives 0.43% (n = 94,000);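 active = inhibition above about 30% together with a positive call from visual inspection of the well image, limit read from the data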;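 note: nuclear over cytoplasmic p65 intensity ratio measured by imaging; 0% = IL-1B stimulated DMSO wells and 100% = unstimulated DMSO wells; values of inactives mirror those of a sister screen read the other way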
PLAP inhibitors HTS – PLAP enzyme inhibitors, biochemical, luminescence, HTS (AID 690). purified PLAP, luminescent substrate; higher % means a stronger effect. actives 0.08% (n = 96,000). inhibition, % at 20 µM, or IC50 in µM where a hit was titrated; in the data active = a potency from the dose series; inactive = the rest, 99 in 100 with inhibition below about 30%; note: strong numbers were not always called active
NFkB transloc pot – enhances IL-1B driven NFkB nuclear translocation; HUVEC IL-1B NFkB p65 nuclear translocation imaging; activation, % at 2 µM; actives 0.3% (n = 94,000); AID 819;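 active = activation above 40%, about the mean plus 3 SD, also judged a hit on visual image review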;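 note: percent activation is computed from the nuclear over cytoplasmic p65 intensity ratio; values of inactives mirror those of a sister screen read the other way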
MRP reversal – compounds reversing MRP-mediated drug resistance; H69AR cells + 2 uM doxorubicin, CellTiter-Glo, 72 h; differential viability (reversal), % at 10 µM; actives 0.04% (n = 85,000); AID 602;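 active = viability drop by adding the cancer drug above about 55%, with treated viability meeting a 40% cutoff, limit read from the data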;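 note: viability without doxorubicin minus viability with 2 µM doxorubicin for each compound; larger differential means the compound sensitizes cells more to doxorubicin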
MRP reversal cytotoxicity – second read-out of MRP reversal, no call of its own (marks repeat the call); viability, %; H69AR cells, CellTiter-Glo, 72 h; measured here: cytotoxicity without doxorubicin
MRP reversal with doxorubicin – also measured in MRP reversal; calls as there; viability, %; measured here: viability with 2 uM doxorubicin; hits give low values
NFkB transloc inh cell count 2 µM – also measured in NFkB transloc inh; calls as there; cell count; measured here: cells passing quality filter;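 raw number of nuclei counted in each imaged well without normalization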
NFkB transloc pot cell count 2 µM – further read-out of NFkB transloc pot, marked with its call; cell count; measured here: cells passing quality filter
An asterisk follows results filed as active; . = not tested or not shown. A portion of the library, so the mix of outcomes need not match the whole.

SMILES | Bcl-B displacement | NFkB transloc inh | NFkB transloc inh cell count 2 µM | PLAP inhibitors HTS | NFkB transloc pot | NFkB transloc pot cell count 2 µM | MRP reversal | MRP reversal cytotoxicity | MRP reversal with doxorubicin
Cc1ccc2c(c1)N=C(c1ccc(F)cc1)CO2 | -4% | -7 | 151 | 2% | 7 | 151 | -124 | 84 | 207
COc1ccc(/C(O)=C2\C(=O)C(=O)N(Cc3ccco3)C2c2cc(OC)ccc2OC)cc1 (configuration not stated) | 4% | -1 | 110 | . | . | . | -12 | 98 | 110
CC1Cc2cc(/C(O)=C3/C(=O)C(=O)N(CCN4CCOCC4)C3c3cccc(O)c3)ccc2O1 (configuration not stated) | -2% | -6 | 121 | -8% | 6 | 121 | -8 | 78 | 86
COc1ccc2c(=O)cc(-c3ccccc3)n(C)c2c1 | . | -12 | 131 | . | 12 | 131 | -24 | 46 | 70
O=C(Nc1nc2ccc(Cl)cc2s1)C1CCCO1 (configuration not stated) | -10% | -6 | 179 | -10% | 6 | 179 | 5 | 81 | 76
COc1ccc(/C=N/NC(=O)c2cccc([N+](=O)[O-])c2)cc1OS(=O)(=O)c1ccccc1 | -8% | -28 | 210 | 6% | 28 | 210 | . | . | .
Cc1c(C#N)c2ccccc2n1CC(=O)N1CCCc2ccccc21 | -11% | -3 | 144 | 9% | 3 | 144 | -28 | 32 | 60
CCOC(=O)c1cccc(NC(=O)COc2ccc([N+](=O)[O-])cc2)c1 | 3% | 5 | 170 | 22% | -5 | 170 | . | . | .
CCCCn1c(SCC(=O)Nc2nnc(C(C)C)s2)nc2c1c(=O)n(C)c(=O)n2C | 1% | 5 | 197 | -67% | -5 | 197 | 12 | 78 | 66
Cn1c(=NC(=O)c2ccco2)sc2cccc(F)c21 | -102% | -15 | 199 | 1% | 15 | 199 | . | . | .
c1ccc(N=C(c2cccs2)N2CCOCC2)cc1 | . | 2 | 48 | . | -2 | 48 | 15 | 95 | 81
CN1C(=O)N(C)C2(c3ccccc3)Nn3c(s/c(=C/c4ccccc4F)c3=O)=NC12c1ccccc1 (configuration not stated) | 7% | -11 | 154 | -3% | 11 | 154 | -9 | 75 | 84
O=C(Nc1ccc(Br)cc1)c1cnccn1 | -8% | -12 | 141 | -8% | 12 | 141 | 13 | 98 | 86
Cc1cc(=O)oc(C)c1C(=O)NCC(C)C | -12% | -6 | 162 | 0% | 6 | 162 | 3 | 100 | 97
Cc1cc(Oc2ccccc2)nc(N2CCOCC2)n1 | 1% | 29 | 85 | -79% | -29 | 85 | 13 | 94 | 81
Cc1ccc(C)c(-c2csc(N)c2C(=O)OC(C)C)c1 | -6% | 10 | 160 | 11% | -10 | 160 | -18 | 88 | 106
O=C(NCc1ccc2c(c1)OCO2)C12CC3CC(CC(C3)C1)C2 | 12% | 5 | 132 | 23% | -5 | 132 | 12 | 90 | 77
C=CCn1c(SCC(=O)Nc2ccc(C(=O)OC(C)C)cc2)nnc1-c1cccs1 | -10% | . | . | 8% | . | . | -28 | 25 | 53
CCOC(=O)c1[nH]c2ccccc2c1NC(=O)c1nonc1C | -14% | 4 | 119 | 6% | -4 | 119 | 20 | 86 | 66
Cc1cc(NC(=O)c2ccc(N3C(=O)CCC3=O)cc2)no1 | 6% | 10 | 158 | -14% | -10 | 158 | 13 | 95 | 82
COc1ccc(CCNC(=S)Nc2ccccc2C)cc1 | 1% | -4 | 152 | 17% | 4 | 152 | 12 | 89 | 76
CCOC(=O)N1CCN(CC(=O)Nc2cc(C)nn2-c2nc3ccccc3s2)CC1 | -5% | -9 | 46 | -38% | 9 | 46 | -4 | 4 | 8
Nc1ccc2c(c1)C(=O)N(CCCCCC(=O)O)C2 | . | -24 | 130 | . | 24 | 130 | -2 | 101 | 104
C/C(Cl)=C/Cn1c(SCc2ccc(Cl)cc2)nc2c1c(=O)[nH]c(=O)n2C | -2% | -23 | 144 | 29% | 23 | 144 | 3 | 50 | 47
Cc1cc2oc(=O)cc(CN3CCN(S(=O)(=O)c4ccc5c(c4)OCCO5)CC3)c2cc1C | -82% | . | . | -78% | . | . | -1 | 74 | 74
Cc1cc(=O)oc2cc(NC(=O)CCCC(=O)O)ccc12 | 6% | -27 | 118 | -16% | 27 | 118 | 6 | 89 | 83
CCN(CC)c1ccc(NC(=O)CSc2nc(C)cc(=O)[nH]2)cc1 | 7% | -1 | 174 | -17% | 1 | 174 | 4 | 90 | 87
CCOC(=O)C1CCCN(c2c(NCCc3ccc(S(N)(=O)=O)cc3)c(=O)c2=O)C1 (configuration not stated) | -4% | 4 | 167 | 16% | -4 | 167 | -21 | 93 | 114
N#C/C(=N\Nc1cccc(Cl)c1)C(=O)c1ccccc1 | 2% | 5 | 115 | -20% | -5 | 115 | . | . | .
COC(=O)C1=C(C)N(c2ccc(OC)c(OC)c2)C(=O)C1 | 1% | . | . | -25% | . | . | 5 | 82 | 77

Record cards, as listed above.
COc1ccc2c(=O)cc(-c3ccccc3)n(C)c2c1 reads Bcl-B displacement = .; NFkB transloc inh = -12; NFkB transloc inh cell count 2 µM = 131; PLAP inhibitors HTS = .; NFkB transloc pot = 12; NFkB transloc pot cell count 2 µM = 131; MRP reversal = -24; MRP reversal cytotoxicity = 46; MRP reversal with doxorubicin = 70
Cc1cc(=O)oc2cc(NC(=O)CCCC(=O)O)ccc12 reads Bcl-B displacement = 6%; NFkB transloc inh = -27; NFkB transloc inh cell count 2 µM = 118; PLAP inhibitors HTS = -16%; NFkB transloc pot = 27; NFkB transloc pot cell count 2 µM = 118; MRP reversal = 6; MRP reversal cytotoxicity = 89; MRP reversal with doxorubicin = 83

Further records
SMILES | Bcl-B displacement | NFkB transloc inh | NFkB transloc inh cell count 2 µM | PLAP inhibitors HTS | NFkB transloc pot | NFkB transloc pot cell count 2 µM | MRP reversal | MRP reversal cytotoxicity | MRP reversal with doxorubicin
CCc1sc2nc(SCC(=O)Nc3cc(C)on3)n(-c3cccc(OC)c3)c(=O)c2c1C | -28% | -5 | 116 | 2% | 5 | 116 | . | . | .
COc1cc(CO)cc(Br)c1OCC(=O)O | 0% | -11 | 45 | -3% | 11 | 45 | 3 | 103 | 100
Cc1ccccc1-n1c(SCC(=O)NCc2cccs2)nnc1-c1ccncc1 | 3% | 9 | 125 | -42% | -9 | 125 | 12 | 90 | 78
OC(CNCc1ccc(F)cc1)(c1ccccc1)c1ccc(F)cc1 (configuration not stated) | -6% | 12 | 106 | 24% | -12 | 106 | . | . | .
CC1CC(=O)c2cnc(N3CCOCC3)nc2C1 (configuration not stated) | -5% | -5 | 181 | -4% | 5 | 181 | -3 | 88 | 91
O=C(Oc1ccc(N(Cc2cccs2)C2=NS(=O)(=O)c3ccccc32)cc1)c1ccco1 | . | -2 | 137 | . | 2 | 137 | . | . | .
O=C(Nc1ccccc1C(F)(F)F)N1CCCC(O)C1 (configuration not stated) | 4% | -5 | 123 | 11% | 5 | 123 | 0 | 101 | 101
CC12CCC(C(=O)N3CCCc4ccccc43)(CC1=O)C2(C)C (configuration not stated) | -15% | 9 | 88 | -3% | -9 | 88 | 3 | 80 | 78
COc1ccc(NC(=O)CN2CCCCC2)c([N+](=O)[O-])c1 | 0% | -7 | 120 | 10% | 7 | 120 | . | . | .
O=C(NCc1cccs1)c1nn2cccnc2c1Cl | 5% | 25 | 104 | 30% | -25 | 104 | -5 | 99 | 104
CCOC(=O)Cc1csc(NC(=O)c2sc3nc4c(C)cc(C)cc4cc3c2N)n1 | -13% | -10 | 134 | -27% | 10 | 134 | . | . | .
COc1ccc(S(=O)(=O)N(Cc2ccccc2)Cc2nc3ccccc3c(=O)[nH]2)cc1 | -1% | -24 | 214 | 8% | 24 | 214 | -4 | 83 | 87
CCn1c(=O)cc(OCC(=O)N2CCc3ccccc32)c2ccccc21 | -4% | . | . | 12% | . | . | -2 | 79 | 81
CC(=O)c1ccc(NC(=O)C2CCC(C)(C(=O)O)C2(C)C)cc1 (configuration not stated) | -7% | -16 | 78 | -15% | 16 | 78 | 8 | 93 | 85
CCOC(=O)C(CC)Sc1nnc2cc(C)c3ccccc3n12 (configuration not stated) | . | -26 | 121 | . | 26 | 121 | -7 | 72 | 80

Among those listed so far, two have a cyano group.
SMILES | Bcl-B displacement | NFkB transloc inh | NFkB transloc inh cell count 2 µM | PLAP inhibitors HTS | NFkB transloc pot | NFkB transloc pot cell count 2 µM | MRP reversal | MRP reversal cytotoxicity | MRP reversal with doxorubicin
Cc1c(C#N)c2ccccc2n1CC(=O)N1CCCc2ccccc21 | -11% | -3 | 144 | 9% | 3 | 144 | -28 | 32 | 60
N#C/C(=N\Nc1cccc(Cl)c1)C(=O)c1ccccc1 | 2% | 5 | 115 | -20% | -5 | 115 | . | . | .

Next part:
SMILES | Bcl-B displacement | NFkB transloc inh | NFkB transloc inh cell count 2 µM | PLAP inhibitors HTS | NFkB transloc pot | NFkB transloc pot cell count 2 µM | MRP reversal | MRP reversal cytotoxicity | MRP reversal with doxorubicin
COc1ccc(N(C(C)=O)C2C=CS(=O)(=O)C2)c(OC)c1 (configuration not stated) | -12% | -12 | 87 | 18% | 12 | 87 | 7 | 87 | 80
CCOc1ccc(OCCSc2nnnn2-c2ccccc2)cc1 | 4% | 0 | 170 | 18% | 0 | 170 | 11 | 90 | 79
CCN1CCCC1Cn1cnc2c([nH]c3ccc(Cl)cc32)c1=O (configuration not stated) | -4% | -4 | 167 | -24% | 4 | 167 | 11 | 82 | 70
COc1ccc(N2CCN(C(=O)CCCC3=NS(=O)(=O)c4ccccc4N3)CC2)cc1 | -1% | -22 | 85 | -10% | 22 | 85 | -5 | 77 | 82
O=C(CCCCCN1C(=O)C2C3C=CC(C3)C2C1=O)Nc1nccs1 (configuration not stated) | 0% | . | . | -16% | . | . | 8 | 87 | 79
CC(=O)Nc1nonc1NC(=O)c1ccc(F)cc1 | 8% | -2 | 167 | -66% | 2 | 167 | -9 | 87 | 96
Cn1c(NC(=O)c2cc(Cl)ccc2Cl)cc(=O)n(C)c1=O | 14% | -7 | 141 | -9% | 7 | 141 | 0 | 93 | 93
CCOC(=O)c1ccc(NC(=O)c2c(C)[nH]c(C(=O)OCC)c2C)cc1 | -4% | . | . | -19% | . | . | -7 | 75 | 82
C/C(=N/NC(=O)c1ccoc1C)C12CC3CC(CC(C3)C1)C2 | -6% | -4 | 175 | -8% | 4 | 175 | 19 | 105 | 86
O=C(CCc1ccc(S(=O)(=O)NCCc2ccccc2)cc1)NCc1ccc2c(c1)OCO2 | -6% | 6 | 119 | 17% | -6 | 119 | 20 | 104 | 83
CC(C)OC(=O)c1sc2nc3c(cc2c1N)C(=O)CCC3 | -7% | . | . | 13% | . | . | 4 | 89 | 85
Cc1cc(/C=C2/SC(=S)N(c3cccc(C(F)(F)F)c3)C2=O)c(C)n1-c1cccnc1 | . | -14 | 106 | . | 14 | 106 | . | . | .
Cc1cccc(C)c1NC(=O)CN1C(=O)S/C(=C\c2cccn2-c2cccc(C(=O)O)c2)C1=O | -4% | -3 | 156 | -55% | 3 | 156 | . | . | .
CC(=O)Nc1ccc(S(=O)(=O)N2CCN(C(=O)N3CCCCCC3)CC2)cc1 | -4% | -9 | 120 | -9% | 9 | 120 | -1 | 72 | 73
C/C(=N\O)C(=O)NCc1ccccn1 | -4% | -15 | 135 | 9% | 15 | 135 | 1 | 98 | 97
Cc1cc(=O)[nH]c(SCCCOc2ccccc2Cl)n1 | -3% | 6 | 181 | -28% | -6 | 181 | 4 | 90 | 86
CC(C)(C)c1ccc(/C=N/NC(=O)Cc2c[nH]c3ccccc23)cc1 | 12% | -3 | 155 | -78% | 3 | 155 | . | . | .
CCc1oc(C(=O)O)cc1COC | 34% | 1 | 117 | -18% | -1 | 117 | -4 | 101 | 105

Some of the entries above in another layout:
mol	Bcl-B displacement	NFkB transloc inh	NFkB transloc inh cell count 2 µM	PLAP inhibitors HTS	NFkB transloc pot	NFkB transloc pot cell count 2 µM	MRP reversal	MRP reversal cytotoxicity	MRP reversal with doxorubicin
Cc1cc(=O)[nH]c(SCCCOc2ccccc2Cl)n1	-3%	6	181	-28%	-6	181	4	90	86
CC(C)(C)c1ccc(/C=N/NC(=O)Cc2c[nH]c3ccccc23)cc1	12%	-3	155	-78%	3	155	.	.	.
